TrxR1 inh: qHTS Assay for Inhibitors of Mammalian Selenoprotein Thioredoxin Reductase 1 (TrxR1): qHTS; Potency, µM (doses to about 114 µM), inactives show at the top dose activity change, negative = inhibition, hits mostly inhibitors; Thioredoxin reductase 1, cytoplasmic (Rattus norvegicus), O89049; recombinant rTrxR1, NADPH fluorescence consumption, selenite substrate; AID 588453, 2011; 390,000 compounds, 1% hits; also: potency is read from the fitted curve at half-maximal effect; % is scaled to controls: 0 for no effect and ±100 for the full control effect; nearly all actives have a fitted effect of over 65% in size
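Rat TrxR1 (90 nM in the dispensed reagent) was pre-reduced with 400 uM NADPH for 5 min at room temperature, then incubated with compound for 15 min. After 400 uM selenite was added, NADPH fluorescence (Ex 340/Em 450 nm) was followed for 8 min.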
TrxR1 substrate: qHTS Assay for Substrates of Mammalian Selenoprotein Thioredoxin Reductase 1 (TrxR1): qHTS; Thioredoxin reductase 1, cytoplasmic (Rattus norvegicus), O89049; purified TrxR1 substrate turnover, NADPH consumption readout; Potency, µM (highest dose often 114 µM), for inactives: at the highest dose activity change, negative = substrate turnover; 390,000 compounds, 0.01% hits; AID 588456, 2011; also: potency is read from the fitted curve at half-maximal effect; % is scaled to controls: 0 for no effect and ±100 for the full control effect; nearly all actives have a fitted effect of over 50% in size
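Rat TrxR1, dispensed at 90 nM, was prereduced with 400 uM NADPH (final) for 5 min at ~22 deg C, then incubated with compound 15 min before 400 uM selenite. A first-read NADPH fluorescence drop versus no-compound background flagged substrates.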
TRHR agonist: qHTS for Small Molecule Agonists and Allosteric Enhancers of Human TRH Receptor: Primary Screen for Agonists. Thyrotropin-releasing hormone receptor (Homo sapiens), P34981. activation, % at 2 µM. TRHR cells, calcium flux fluo-8, FDSS agonist mode. AID 493084, 2011. 360,000 compounds, 0.18% hits; in the data active = activation above about 30%; also: 0% is about no effect
Target sequence (P34981 whole entry, looked up): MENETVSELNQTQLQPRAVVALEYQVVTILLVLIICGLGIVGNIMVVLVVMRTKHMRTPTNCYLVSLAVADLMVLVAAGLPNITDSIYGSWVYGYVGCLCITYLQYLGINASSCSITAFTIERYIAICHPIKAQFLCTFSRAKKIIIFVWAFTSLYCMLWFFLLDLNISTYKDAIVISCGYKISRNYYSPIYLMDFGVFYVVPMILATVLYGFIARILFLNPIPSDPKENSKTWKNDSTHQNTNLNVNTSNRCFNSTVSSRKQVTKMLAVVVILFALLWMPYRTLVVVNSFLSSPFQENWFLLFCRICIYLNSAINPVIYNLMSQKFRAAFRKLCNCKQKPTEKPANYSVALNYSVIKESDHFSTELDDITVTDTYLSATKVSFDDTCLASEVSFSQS
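Steps: seed TRHR cells overnight; add fluo-8 no-wash Ca dye, RT 30 min–1.5 h; record 10 s baseline; pin-transfer compounds; monitor fluorescence 1 cycle/s for the agonist window. Calcium increases flag candidate agonists.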
Pin1 inh: qHTS Assay to Find Inhibitors of Pin1. Peptidyl-prolyl cis-trans isomerase NIMA-interacting 1 (Homo sapiens), Q13526. Pin1 FP peptide displacement, HiFluor488, 10 min. Potency, µM (top dose mostly 115 µM), for inactives: at the highest dose activity, negative = inhibition, most hits filed as inhibitors. 390,000 compounds, 0.009% hits; active = well fitted inhibition curve with a large enough effect in the polarisation, with a control signal flat, not every such curve was filed as active; inconclusive = small, poorly fitted or top-dose-only effect, or effect the other way, or a change in a side signal; inactive = no such curve, though single readings can be large or run the other way; the % refers to the polarisation; also: potency is read from the fitted curve at half-maximal effect; % is scaled to controls: 0 for no effect and ±100 for the full control effect
Target sequence (Q13526 whole entry, looked up): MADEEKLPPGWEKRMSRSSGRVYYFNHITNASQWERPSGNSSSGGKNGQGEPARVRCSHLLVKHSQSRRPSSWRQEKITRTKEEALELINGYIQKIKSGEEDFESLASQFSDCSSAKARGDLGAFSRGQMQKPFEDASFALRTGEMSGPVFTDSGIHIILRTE
IDH1 R132H inh: qHTS for Inhibitors of mutant isocitrate dehydrogenase 1 (IDH1): qHTS | Potency, µM (doses to about 76.6 µM), inactives show at the highest dose activity change, negative = inhibition, actives largely listed as inhibitors | 390,000 compounds, 0.093% hits | Isocitrate dehydrogenase [NADP] cytoplasmic (Homo sapiens), O75874 | AID 602179, 2012 | IDH1-R132H enzyme, NADPH consumption, diaphorase/resazurin fluorescence; also: potency is read from the fitted curve at half-maximal effect; % is scaled to controls: 0 for no effect and ±100 for the full control effect; nearly all actives have a fitted effect of over 65% in size
Target sequence (O75874 whole entry R132H, stated change not applied): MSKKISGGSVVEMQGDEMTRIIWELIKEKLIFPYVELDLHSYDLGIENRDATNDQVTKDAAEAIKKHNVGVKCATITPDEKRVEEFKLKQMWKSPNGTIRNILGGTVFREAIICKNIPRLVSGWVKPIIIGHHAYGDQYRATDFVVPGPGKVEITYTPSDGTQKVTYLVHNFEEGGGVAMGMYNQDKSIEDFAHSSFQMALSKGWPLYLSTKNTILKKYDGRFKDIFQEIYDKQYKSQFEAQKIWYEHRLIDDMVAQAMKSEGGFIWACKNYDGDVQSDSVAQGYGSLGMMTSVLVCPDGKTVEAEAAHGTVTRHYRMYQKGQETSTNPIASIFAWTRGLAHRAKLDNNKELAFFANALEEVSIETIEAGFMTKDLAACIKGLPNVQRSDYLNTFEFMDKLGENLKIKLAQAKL
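IDH1-R132H (0.5 ug/mL dispensed) in pH 7.5 Tris buffer was preincubated 30 min with compound, then given a substrate mix of 0.016 mM NADPH and 2 mM alpha-KG for 80 min at room temperature; remaining NADPH was read by diaphorase/resazurin fluorescence.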
TRHR enhancer: qHTS for Small Molecule Agonists and Allosteric Enhancers of Human TRH Receptor: Primary Screen for Enhancers; Thyrotropin-releasing hormone receptor (Homo sapiens), P34981; TRHR cells, fluo-8 calcium fluorescence, EC20 TRH enhancement; enhancement, % at 2 µM; 360,000 compounds, 0.66% hits; AID 493056, 2011; in the data active = enhancement above about 30%; also: 0% is about no effect
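TRHR-expressing cells loaded with fluo-8 calcium dye were read kinetically (ex 480/em 530) during compound addition, then stimulated with an EC20 of TRH (10 nM final). Enhancement of the Gq-mediated intracellular calcium response was scored.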
D2 agonist: HTS Assay for Allosteric Agonists of the Human D2 Dopamine Receptor: Primary Screen for Agonists. 340,000 compounds, 0.53% hits. activation, % at 2 µM. D(2) dopamine receptor (Homo sapiens), P14416. HEK293 T-REx D2 cells, calcium flux agonist mode. AID 485358, 2010;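 active = activation over 3 SD above normal in the single-dose calcium agonist read, cut at about 30% in these data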; also: 0% is about no effect
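Calcium-flux readout, 1 cycle/sec over 180 s following compound pin transfer, in inducible HEK293 Trex D2 cells (force-coupled); dopamine controls included. Positive calcium responses during this window marked compounds as potential agonists.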
USP1-UAF1 inh: Inhibitors of USP1/UAF1: Primary Screen; AID 743255, 2014; Ubiquitin carboxyl-terminal hydrolase 1 (Homo sapiens), O94782; Potency, µM (series often up to 57.1 µM), inactives show top-dose activity change, negative = inhibition, usual class: inhibitors; recombinant USP1/UAF1, Ub-Rhodamine cleavage fluorescence; 390,000 compounds, 0.23% hits; also: potency is read from the fitted curve at half-maximal effect; % is scaled to controls: 0 for no effect and ±100 for the full control effect; nearly all actives have a fitted effect of over 60% in size; inactives centre near -12
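High-throughput fluorogenic screen: 1nM USP1/UAF1 complex, Ub-Rho substrate 150nM final, 50mM HEPES pH 7.8 with 0.5mM EDTA, 0.1 mg/ml BSA, 1mM TCEP and 0.01% Tween-20.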
D2 antagonist: HTS Assay for Allosteric Antagonists of the Human D2 Dopamine Receptor: Primary Screen for Antagonists. D(2) dopamine receptor (Homo sapiens), P14416. HEK293 TREx D2 cells, calcium flux, dopamine EC80. inhibition, % at 10 µM. 340,000 compounds, 2% hits. AID 485344, 2010; in the data active = inhibition above about 30%; also: 0% is about no effect
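Compounds are added to dye-loaded, induced HEK293 T-REx cells coupled to calcium release via D2; after a 3 min kinetic read an EC80 dopamine stimulus is given and fluorescence is recorded for 3 more min.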
Starred values were filed as active, the others as inactive; u = inconclusive; x = not tested or not shown; & = joins results of further samples; [ ] = another dose, or the depositor's remark. Unless noted, calls follow the shape of the dose curve; as a rule, active = well fitted inhibition curve with a large enough effect; inconclusive = small, poorly fitted or top-dose-only effect; inactive = no such curve, though single readings can be large or run the other way.

no.	molecule	TrxR1 inh	TrxR1 substrate	TRHR agonist	Pin1 inh	IDH1 R132H inh	TRHR enhancer	D2 agonist	USP1-UAF1 inh	D2 antagonist
1	O=C(NCCCO)C(=O)NCC(c1ccc2c(c1)OCO2)N1CCN(c2ccc(F)cc2)CC1 (centres undefined)	18.0%	1.2%	-0.2	-2.7%	-7.7%	2.2	-0.1	-26.2%	7.7
2	Cc1cccc(C=Nc2ccccc2C(N)=O)c1	19.2%	146.2%[activator]	0.8	-5.9%	0.8%	8.2	-0.3	0.7%	1.0
3	Cc1cccn2c(CNCC3(c4ccccc4)CCCC3)c(C(=O)N3CCOCC3)nc12	-14.3%	-10.1%	-1.3	0.6%	0.0%	-8.8	0.4	-2.7%	-6.8
4	O=C(N/N=C\c1cccnc1)c1ccc(Cl)s1	17.6%	-2.5%	1.0	-3.0%	0.0%	17.6	0.4	-17.4%	-8.5
5	COc1ccc(-c2noc(-c3ccccc3C(=O)Nc3cccc(OC)c3)n2)cc1	12.1%[57.1 µM]	-10.9%[57.1 µM]	0.5	26.3%	7.2%	8.8	-0.1	-23.3%	-9.4
6	O=C(CNC(=S)N(Cc1ccccc1)Cc1cccnc1)NCc1ccccc1	-8.3%[57.1 µM]	-10.4%[57.1 µM]	0.4	0.1%	-13.1%	-4.7	-0.6	-4.4%	-10.2
7	O=C(O)C(Cc1ccc(O)cc1)N1C(=O)C2CCCCC2C1=O (centres undefined)	10.0%	-0.2%	0.2	-3.5%	1.0%	-1.5	-0.2	-15.9%	23.0
8	COc1ccc2c(c1)C(=O)/C(=C/C=C/c1ccccc1)CC2	u	-5.5%	-0.5	-4.3%	12.0%	12.0	-2.7	-18.0%	17.5
9	CCc1ccccc1NC(=O)Cn1nc(C)n2cccc2c1=O	-0.8%	-2.3%	0.4	1.5%	0.1%	-1.2	-0.3	0.4%	-15.0
10	CCC1(CC)C(=O)N=C2c3ccccc3C(=O)N21	7.7%[57.1 µM]	-6.5%	-2.1	-11.5%	0.6%	4.4	0.5	-10.8%	-1.7
11	Nc1ncnc2nc(N3CCN(C(=O)c4ccccc4)CC3)[nH]c12	-3.9%	-6.5%	-0.4	2.5%	10.2%	14.5	0.2	-11.7%	-2.5
12	COc1cccc(C(=O)NCC(=O)N2CCC3(CC2)NCCc2[nH]cnc23)c1OC	-20.0%	-4.2%	-0.7	1.7%	-15.9%	11.7	0.5	-2.2%	30.4*
13	CN1CCN(C(=O)c2ccc(OCCOc3ccccc3)cc2)CC1	19.0%	3.5%	0.5	-4.8%	2.6%	-0.7	0.9	-18.9%	-3.8
14	CC(C)CC(=O)OCc1cc(=O)n2nc(C3CCCCC3)sc2n1	19.2%[57.1 µM]	3.0%[57.1 µM]	-0.6	-15.0%	-6.7%	9.5	0.2	-10.2%	x
15	COc1ccc(S(=O)(=O)NCc2ccc(C)cc2)cc1	-1.8%	-3.9%	-0.8	2.5%	4.0%	-2.0	-1.3	-9.7%	13.8
16	CCCOc1ccc(NC(=O)CC2C(=O)N(CC)C(=S)N2CCNC(C)=O)cc1 (centres undefined)	-0.1%	-4.9%	0.5	7.1%	-0.7%	-2.2	1.5	-5.9%	-1.4
17	Cc1c(N=Cc2ccco2)c(=O)n(-c2ccccc2)n1C	6.9%[57.1 µM]	-5.8%[57.1 µM]	-0.4	-3.1%	5.6%	-8.4	0.4	-15.3%	-6.0
18	Cc1cc(C)cc(N(CC(=O)NCc2ccco2)S(=O)(=O)c2c(C)noc2C)c1	-12.6%	-0.6%	0.0	4.5%	12.0%	-1.7	0.3	-26.5%	-12.6
19	Cc1oc(-c2cccc(Br)c2)nc1CN1CCC(C(=O)NCCc2ccc(Cl)cc2)CC1	16.7%[57.1 µM]	1.7%[57.1 µM]	-0.2	4.2%	-4.9%	-2.4	-0.5	u	x
20	O=C(c1cnn(C(=O)c2ccco2)c1)c1ccccc1O	u	5.2%	x	2.6%	-7.7%	x	x	-23.3%	x
21	O=C(Cc1ccccc1)N/N=C/c1cc(Br)c(Br)o1	u	-8.1%	-0.5	2.1%	-3.4%	0.2	0.0	-10.7%	-4.1
22	COc1cccc(-c2[nH]c3c(c2-c2c(-n4cccc4)n(C)c(=O)[nH]c2=O)c(=O)[nH]c(=O)n3C)c1	5.6%	1.6%	-0.3	-4.4%	-6.6%	0.9	2.1	-19.5%	x
23	CCC(C)(C)NC(=O)C(c1ccncc1)N(Cc1ccc(C)cc1)C(=O)c1csnn1 (centres undefined)	-8.5%	-4.9%	-0.1	-8.7%	-4.5%	0.8	0.9	-2.0%	2.3
24	O=C(NC(Cc1c[nH]c2ccccc12)c1nnc2n1CCCCC2)c1ccccc1Cl (centres undefined)	17.9%	7.0%	-0.5	10.3%	11.6%	2.7	x	-13.0%	x
25	O=C1[C@H](Cc2ccccc2)NCCCC[C@H](c2ccco2)N1Cc1ccccc1	8.7%&3.1%	-5.6%&3.1%	x	-2.0%	3.9%	x	x	-0.7%	x
26	COC(=O)CSc1nnc(CNC(=O)c2ccc(OC)cc2OC)n1C	16.8%	-4.1%	-0.2	-6.3%	10.0%	1.9	1.0	-7.8%	-3.9
27	Cc1cccc([N+](=O)[O-])c1NC(=O)CSc1nnc2ccccn12	33.8%	7.8%	0.2	1.6%	5.6%	1.6	0.8	-22.7%	0.1
28	CCOC(=O)c1c(S(=O)(=O)NCc2ccc(C)o2)c(C)n(C)c1C	-5.5%	5.9%	-0.3	-3.5%	11.2%	2.1	-0.5	-15.1%	7.3
29	COc1ccc(C(=O)CSc2nnc(-c3ccco3)n2C)cc1	u	-1.1%[57.1 µM]	-0.1	-2.3%	5.7%	-3.3	x	1.7%	x
30	CC(C)(C)OC(=O)C[C@@H]1C/C=C\C[C@@H](CC(=O)N(CCO)Cc2ccccc2)C(=O)N[C@@H](c2ccccc2)COC1=O	8.4%	-3.6%	x	-1.0%	11.7%	x	x	-13.8%	x

A draw from above in order of count of non-hydrogen atoms, ascending:
no.	molecule	TrxR1 inh	TrxR1 substrate	TRHR agonist	Pin1 inh	IDH1 R132H inh	TRHR enhancer	D2 agonist	USP1-UAF1 inh	D2 antagonist
20	O=C(c1cnn(C(=O)c2ccco2)c1)c1ccccc1O	u	5.2%	x	2.6%	-7.7%	x	x	-23.3%	x
7	O=C(O)C(Cc1ccc(O)cc1)N1C(=O)C2CCCCC2C1=O (centres undefined)	10.0%	-0.2%	0.2	-3.5%	1.0%	-1.5	-0.2	-15.9%	23.0
14	CC(C)CC(=O)OCc1cc(=O)n2nc(C3CCCCC3)sc2n1	19.2%[57.1 µM]	3.0%[57.1 µM]	-0.6	-15.0%	-6.7%	9.5	0.2	-10.2%	x

Additional entries
no.	molecule	TrxR1 inh	TrxR1 substrate	TRHR agonist	Pin1 inh	IDH1 R132H inh	TRHR enhancer	D2 agonist	USP1-UAF1 inh	D2 antagonist
31	COc1ccc(C2N(C(=O)CN3CCCC3)CCCN2S(=O)(=O)c2ccccc2)cc1 (centres undefined)	1.6%[57.1 µM]	2.0%[57.1 µM]	-0.9	-1.5%	4.0%	4.2	-2.2	-20.1%	-30.5
32	O=C(COC(=O)COc1ccc(Cl)cc1Cl)NC1CCCC1	12.8%	1.4%	-1.1	-0.9%	8.6%	-0.8	-0.3	-15.3%	-7.1
33	COC(=O)C1=C(NC(=O)c2ccccc2[N+](=O)[O-])CCS1	-0.2%	-9.5%	-0.1	-1.0%	3.1%	6.9	-0.7	-16.7%	14.5
34	Cc1ccccc1NC(=O)Nc1nnc(N2CCCCCC2)s1	1.7%	-6.8%	0.0	3.1%	10.5%	1.3	3.8	-12.0%	x
35	Cc1c(Cl)cccc1NC(=O)c1ncn[nH]1	-10.8%	-5.1%	0.1	-7.5%	1.2%	-8.0	2.6	-22.6%	-1.3
36	Cc1ccc(OCc2nc(C#N)c(N3CCCC3)o2)cc1	u	-3.6%	0.3	u	1.6%	5.2	0.7	-9.1%	-10.1
37	O=C(NCc1ccccc1F)C(=O)NCC(c1ccc2c(c1)OCO2)N1CCOCC1 (centres undefined)	18.6%[57.1 µM]	7.6%[57.1 µM]	0.0	-9.6%	2.1%	1.0	0.9	u	x
38	COc1ccc(C(=O)NC(=O)COC(=O)C2COc3ccccc3O2)cc1 (centres undefined)	1.8%	1.1%	0.1	-8.5%	1.5%	0.9	0.0	-16.9%	2.3
39	COc1ccc(OC)c(NC(=O)Cn2cnc3ccc(S(=O)(=O)N4CCC(C)CC4)cc3c2=O)c1	11.9%	-7.0%	1.8	10.0%	-20.0%	-6.0	-0.7	-9.7%	x
40	O=C(CSc1ccc(Cl)cc1Cl)N1CCC(c2nc3ccccc3s2)CC1	12.8%[57.1 µM]	-8.5%	1.2	0.7%	4.0%	-5.4	0.6	-15.0%	0.3
41	O=C(NCc1ccccc1C(F)(F)F)C1CC(c2ccccc2C(F)(F)F)=NO1 (centres undefined)	-3.6%	-7.0%	0.2	0.1%	10.4%	0.7	0.6	-21.6%	-6.4

Screening results: PubChem, National Center for Advancing Translational Sciences (NCATS)

Only part of the results is shown (hit frequency here may not be typical).
